USP10 inh: inhibitors of human USP10 deubiquitinase | Ubiquitin carboxyl-terminal hydrolase 10 (Homo sapiens), Q14694 | inhibition, % at 20 µM | 47,000 compounds, 1.1% hits | purified USP10, Ub-rhodamine fluorescence, 60 min | AID 1645856, 2021
USP17 block: inhibitors of human USP17 deubiquitinase; Ubiquitin carboxyl-terminal hydrolase 17-like protein 5 (Homo sapiens), A8MUK1; purified USP17, Ub-rhodamine cleavage fluorescence, 3 h; inhibition, % at 50 µM; 47,000 compounds, 6.5% hits
Target sequence (A8MUK1 whole entry, looked up): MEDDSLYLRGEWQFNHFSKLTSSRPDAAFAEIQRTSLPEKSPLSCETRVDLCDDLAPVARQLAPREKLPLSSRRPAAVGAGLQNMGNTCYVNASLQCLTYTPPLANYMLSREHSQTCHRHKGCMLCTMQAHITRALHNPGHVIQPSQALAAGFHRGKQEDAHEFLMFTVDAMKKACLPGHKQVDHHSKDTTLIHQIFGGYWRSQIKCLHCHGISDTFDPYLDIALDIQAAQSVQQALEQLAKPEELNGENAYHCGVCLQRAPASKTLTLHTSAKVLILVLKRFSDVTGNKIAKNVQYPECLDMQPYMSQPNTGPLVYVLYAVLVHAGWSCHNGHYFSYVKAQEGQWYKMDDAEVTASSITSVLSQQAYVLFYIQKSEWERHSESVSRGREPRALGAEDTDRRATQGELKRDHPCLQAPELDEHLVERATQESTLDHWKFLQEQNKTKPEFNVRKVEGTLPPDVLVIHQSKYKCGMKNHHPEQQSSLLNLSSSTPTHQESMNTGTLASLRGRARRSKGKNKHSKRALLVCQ
USP7 block: inhibitors of human USP7 deubiquitinase | 47,000 compounds, 0.3% hits | inhibition, % at 20 µM | purified USP7, Ub-rhodamine cleavage fluorescence | Ubiquitin carboxyl-terminal hydrolase 7 (Homo sapiens), Q93009 | AID 1645854, 2021
UCHL1 block: inhibitors of human UCHL1 deubiquitinase; Ubiquitin carboxyl-terminal hydrolase isozyme L1 (Homo sapiens), P09936; 47,000 compounds, 0.2% hits; inhibition, % at 20 µM; AID 1645859, 2021; purified UCHL1, Ub-rhodamine cleavage fluorescence
Target sequence (P09936 whole entry, looked up): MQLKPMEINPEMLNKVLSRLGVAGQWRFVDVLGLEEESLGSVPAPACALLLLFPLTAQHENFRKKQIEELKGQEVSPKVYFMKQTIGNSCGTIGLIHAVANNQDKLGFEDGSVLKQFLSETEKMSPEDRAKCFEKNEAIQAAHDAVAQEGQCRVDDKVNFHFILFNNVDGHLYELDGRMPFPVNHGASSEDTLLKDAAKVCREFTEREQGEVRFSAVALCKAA
USP28 block: inhibitors of human USP28 deubiquitinase | 47,000 compounds, 3% hits | Ubiquitin carboxyl-terminal hydrolase 28 (Homo sapiens), Q96RU2 | inhibition, % at 25 µM | purified USP28, Ub-rhodamine cleavage fluorescence, 30 min
USP8 block: inhibitors of human USP8 deubiquitinase; inhibition, % at 20 µM; purified USP8, Ub-rhodamine cleavage fluorescence, 30 min; Ubiquitin carboxyl-terminal hydrolase 8 (Homo sapiens), P40818; 47,000 compounds, 4.2% hits; AID 1645853, 2021
USP30 block: inhibitors of human USP30 deubiquitinase; 47,000 compounds, 5.3% hits; AID 1645860, 2021; inhibition, % at 25 µM; purified USP30, Ub-rhodamine cleavage fluorescence; Ubiquitin carboxyl-terminal hydrolase 30 (Homo sapiens), Q70CQ3
OTUD3 block: inhibitors of human OTUD3 deubiquitinase; OTU domain-containing protein 3 (Homo sapiens), Q5T2D3; purified OTUD3, Ub-rhodamine fluorescence, 2 h; inhibition, % at 25 µM; 47,000 compounds, 0.7% hits; AID 1645858, 2021
Starred values were filed as active, the others as inactive. Rule as the data show it: active = inhibition above about 30%; inactive = the rest.

Start of the data: the first three entries, ahead of the listing:
Screening CC(=O)Nc1nnc(COc2ccc(C)cc2C)s1 returned USP10 inh -4.4, USP17 block 10.0, USP7 block 6.4, UCHL1 block -0.9, USP28 block -0.5, USP8 block 16.7, USP30 block -30.8 and OTUD3 block 14.5.
CCOC(=O)N1CCN(C(=O)[C@H](C)NC(=O)c2cc3ccccc3[nH]2)CC1 was read as USP10 inh 5.2, USP17 block 5.3, USP7 block 0.7, UCHL1 block 0.2, USP28 block -14.7, USP8 block 1.5, USP30 block 5.8 and OTUD3 block 1.3.
For CCc1ccc(NC(=O)c2ccc3ncsc3c2)cc1 the results were USP10 inh -0.2, USP17 block 21.1, USP7 block -0.8, UCHL1 block -1.4, USP28 block 0.0, USP8 block 0.5, USP30 block -4.4 and OTUD3 block -10.5.

This part in full (from the top)
Screening CC(=O)Nc1nnc(COc2ccc(C)cc2C)s1 returned USP10 inh -4.4, USP17 block 10.0, USP7 block 6.4, UCHL1 block -0.9, USP28 block -0.5, USP8 block 16.7, USP30 block -30.8 and OTUD3 block 14.5.
CCOC(=O)N1CCN(C(=O)[C@H](C)NC(=O)c2cc3ccccc3[nH]2)CC1 was read as USP10 inh 5.2, USP17 block 5.3, USP7 block 0.7, UCHL1 block 0.2, USP28 block -14.7, USP8 block 1.5, USP30 block 5.8 and OTUD3 block 1.3.
For CCc1ccc(NC(=O)c2ccc3ncsc3c2)cc1 the results were USP10 inh -0.2, USP17 block 21.1, USP7 block -0.8, UCHL1 block -1.4, USP28 block 0.0, USP8 block 0.5, USP30 block -4.4 and OTUD3 block -10.5.
For COc1ccc(-c2cnc(N3CCN(CCO)CC3)nc2)cc1 the results were USP10 inh 3.6, USP7 block -9.2, UCHL1 block -0.3, USP28 block -1.5, USP8 block -5.7, USP30 block -44.1 and OTUD3 block -0.3.
Screening CC(=O)Nc1cccc(Nc2nc(C)nc3c2CCC3)c1 returned USP10 inh 0.2, USP17 block 13.8, USP7 block 5.6, UCHL1 block 1.1, USP28 block 13.8, USP8 block 12.0, USP30 block 29.6 and OTUD3 block 14.4.
For CCCSc1ncccc1C(=O)Nc1cc(C)no1 the results were USP10 inh 3.1, USP17 block 6.6, USP7 block 3.7, UCHL1 block 0.7, USP28 block 9.1, USP8 block 9.8, USP30 block 14.7 and OTUD3 block 6.4.
Cc1ccccc1NC(=O)C(C)C1CCN(C(=O)Nc2ccccc2)CC1 (stereo not drawn) was read as USP10 inh 3.1, USP17 block 8.1, USP7 block 2.0, UCHL1 block 0.0, USP28 block 0.0, USP8 block 14.8, USP30 block 12.7 and OTUD3 block 9.0.
For Cc1ccc(NC(=O)c2cc3ccccc3o2)nc1 the results were USP10 inh -9.3, USP17 block -2.1, USP7 block -0.3, UCHL1 block -0.9, USP28 block 4.9, USP8 block -15.8, USP30 block -7.1 and OTUD3 block 1.4.
`CNC(=O)[C@@]12CCC3(CCN(C(=O)Nc4ccc(OC)cc4)CC3)[C@@H]1CN(C)C2` gave USP10 inh 2.8, USP17 block -6.3, USP7 block -1.2, UCHL1 block 0.2, USP28 block -3.7, USP8 block 7.7, USP30 block -47.2 and OTUD3 block -4.0.
Screening COCCOCc1nc2n(n1)C(CC(=O)Nc1ccc3c(c1)OCCO3)C(=O)N2 (stereo not drawn) returned USP10 inh -0.1, USP17 block -2.3, USP7 block -0.1, UCHL1 block -4.2, USP28 block -3.2, USP8 block 0.0, USP30 block 1.0 and OTUD3 block 3.1.
Cc1ccccc1C(CC(=O)Nc1ccc2c(c1)OCO2)n1cccc1 (stereo not drawn) was read as USP10 inh 8.0, USP17 block 24.4, USP7 block 3.8, UCHL1 block 6.5, USP28 block 16.8, USP8 block 8.8, USP30 block 0.0 and OTUD3 block 7.8.
`CC(C)c1nnc(C2(c3ccc4c(c3)OCO4)CCOCC2)o1` gave USP10 inh 0.1, USP17 block 9.5, USP7 block 6.0, UCHL1 block 0.9, USP28 block 12.7, USP8 block 19.2, USP30 block 14.5 and OTUD3 block 19.1.
`O=C(Nc1cccc(S(=O)(=O)N2CCCCC2)c1)c1cc2sc3ccccc3c2s1` gave USP10 inh 4.6, USP17 block 10.0, USP7 block 2.4, UCHL1 block -0.1, USP28 block 1.0, USP8 block 23.8, USP30 block 24.3 and OTUD3 block 13.0.
CC1(C(=O)NCc2ccc3c(c2)OCO3)Oc2cccnc2NC1=O (stereo not drawn) was read as USP10 inh 1.4, USP17 block 0.8, USP7 block 3.2, UCHL1 block -6.8, USP28 block -0.7, USP8 block -5.8, USP30 block 2.8 and OTUD3 block 7.1.
For CCN(CC)C(=O)C1CCN(Cc2ccc(OCc3ccccc3)cc2)CC1 the results were USP10 inh -5.2, USP17 block 2.0, USP7 block 4.5, UCHL1 block 2.6, USP28 block 13.7, USP8 block -20.0, USP30 block 12.6 and OTUD3 block 8.3.
Screening CCC(=O)Nc1nc(-c2ccc(C)cc2)ns1 returned USP10 inh 0.3, USP17 block 45.6*, USP7 block 1.8, UCHL1 block -2.9, USP28 block 6.3, USP8 block 2.7, USP30 block -79.8 and OTUD3 block -9.4.
`COc1ccc(CNC(=O)CN2CCN(Cc3cccc(C)c3)C2=O)cc1` gave USP10 inh -1.6, USP17 block -6.6, USP7 block -4.6, UCHL1 block -1.5, USP28 block -4.1, USP8 block -4.3, USP30 block -13.6 and OTUD3 block -0.7.
FC(F)(F)c1cc(Cl)c2nnc(-n3cccc3)n2c1 was read as USP10 inh -2.6, USP17 block -12.1, USP7 block 0.1, UCHL1 block -2.5, USP28 block -21.4, USP8 block 1.9, USP30 block -34.6 and OTUD3 block -10.5.
O=C(C1CCCC1)N1CCCC2(COCCN(c3cccnc3)C2)C1 (stereo not drawn) was read as USP10 inh -3.1, USP17 block 9.2, USP7 block 1.1, UCHL1 block -1.5, USP8 block -16.4 and OTUD3 block 0.1.
`CC(C)CNc1nc2c(cc1C(=O)NCC1CC1)CCN(S(C)(=O)=O)CC2` gave USP10 inh -1.2, USP17 block 25.2, USP7 block -3.0, UCHL1 block -1.0, USP28 block -1.6, USP8 block -7.4, USP30 block -15.4 and OTUD3 block -4.3.
Screening CN(C)C(=O)[C@@H]1C[C@@H]2CN(C(=O)C3CCOCC3)CCN2[C@@]12C(=O)Nc1ccccc12 returned USP10 inh 0.3, USP17 block 0.2, USP7 block 1.1, UCHL1 block -1.2, USP28 block -5.3, USP8 block 6.1, USP30 block -0.7 and OTUD3 block -5.2.
Screening CC(C(O)c1ccccc1)N(C)CC1C(=O)O[C@@H]2CC3=CCC[C@H](C)[C@@]3(C)[C@@H](O)[C@H]12 (stereo partly drawn) returned USP10 inh -3.6, USP17 block 0.9, USP7 block 2.6, UCHL1 block -1.9, USP28 block 0.1, USP8 block 17.5, USP30 block 3.7 and OTUD3 block 11.7.
Screening CCN1C(=O)Cc2cc(NC(=O)c3ccc(-c4ccccc4)cc3)ccc21 returned USP10 inh -0.2, USP17 block -19.4, USP7 block 2.1, UCHL1 block 0.4, USP28 block 27.2, USP8 block 7.3, USP30 block -45.8 and OTUD3 block 0.5.
For O=C(c1ccncc1)N1CCCC1c1nnn2cc(-c3cccc(F)c3)ccc12 (stereo not drawn) the results were USP10 inh -1.3, USP17 block -9.5, USP7 block -1.4, UCHL1 block -0.8, USP28 block -3.2, USP8 block -45.7, USP30 block -4.3 and OTUD3 block -4.1.
Cc1ccc(-c2ncc(C(=O)Nc3ccccc3Cl)c(-c3ccncc3)n2)cc1 was read as USP10 inh -10.4, USP17 block -26.1, USP7 block -52.7, UCHL1 block -25.4, USP28 block -68.1, USP8 block 31.3*, USP30 block -431.1 and OTUD3 block -84.7.
O=c1scc(-c2cc3ccccc3o2)n1-c1ccc(Cl)c(Cl)c1 was read as USP10 inh -9.5, USP17 block -8.9, USP7 block -0.8, UCHL1 block -3.4, USP28 block -47.5, USP8 block -56.7, USP30 block -98.1 and OTUD3 block -13.9.
O=C(Sc1ccc(Cl)cc1)N1CCOCC1 was read as USP10 inh -0.5, USP17 block 16.7, USP7 block 1.9, UCHL1 block 0.9, USP28 block 14.3, USP8 block 17.0, USP30 block 21.1 and OTUD3 block 12.9.
`Cc1nc(C2CCN(C(=O)Cc3ccc(F)cc3)CC2)ncc1C(N)=O` gave USP10 inh 0.4, USP17 block -4.2, USP7 block 0.2, UCHL1 block -2.3, USP28 block -16.1, USP8 block 0.7, USP30 block -0.7 and OTUD3 block -1.5.
CN1CC(=O)N(C2CCNCC2)Cc2c(NC3CCCCCC3)ncnc21 was read as USP10 inh -3.8, USP17 block -8.7, USP7 block -0.3, UCHL1 block -1.4, USP28 block 5.7, USP8 block -61.8, USP30 block 5.0 and OTUD3 block 6.6.
For COc1ccc(-c2ccccc2CC2CN(C(=O)c3nccn3C)CCNC2=O)cc1 (stereo not drawn) the results were USP10 inh -1.3, USP17 block -6.3, USP7 block -6.4, UCHL1 block -1.1, USP28 block -5.5, USP8 block -14.7, USP30 block -0.1 and OTUD3 block -1.4.
For Cn1c(CNC(=O)c2ccco2)nnc1SCC(=O)Nc1ccc(Cl)cc1 the results were USP10 inh -0.8, USP7 block -1.0, UCHL1 block -0.9, USP28 block -2.0, USP8 block 3.5, USP30 block -3.9 and OTUD3 block 0.4.
O=C(Nc1cc2c3c(c1)CC(=O)N3CCC2)c1ccc(F)cc1 was read as USP10 inh -1.2, USP17 block -2.5, USP7 block -1.2, UCHL1 block -0.6, USP28 block 9.1, USP8 block 32.6*, USP30 block -29.1 and OTUD3 block -4.3.
Screening Cc1c(CC(=O)N[C@H](CSCc2ccccc2)C(=O)O)c(=O)oc2c(C)c(O)ccc12 returned USP10 inh 5.6, USP17 block 10.3, USP7 block 6.9, UCHL1 block 0.8, USP28 block 5.2, USP8 block 18.8, USP30 block 4.6 and OTUD3 block -1.9.
Screening Cc1cc(C(=O)N2CC(C(=O)Nc3cc(C(F)(F)F)ccc3Cl)C2)no1 returned USP10 inh 1.0, USP17 block 41.0*, USP7 block -7.2, UCHL1 block 2.5, USP28 block 15.5, USP8 block -36.6, USP30 block 70.5* and OTUD3 block 5.0.
O=C1N(Cc2ccccn2)C(=O)C2(Cc3ccccc3)CCN(Cc3ccccn3)CCN12 (stereo not drawn) was read as USP10 inh -1.2, USP17 block 5.4, USP7 block 4.5, UCHL1 block 1.0, USP28 block 1.7, USP8 block 9.8, USP30 block 9.3 and OTUD3 block 2.1.
Cc1ccc(S(=O)Cc2ccc(C(=O)NCc3ccc(F)cc3)o2)cc1 (stereo not drawn) was read as USP10 inh 0.0, USP17 block -12.2, USP7 block -15.4, UCHL1 block -2.5, USP28 block -6.9, USP8 block -66.9, USP30 block -12.4 and OTUD3 block -15.4.
For O=C(Nc1ccc(N2CCCCC2)cc1)c1cccc(N2C(=O)CCS2(=O)=O)c1 the results were USP10 inh 2.9, USP17 block 21.3, USP7 block -6.2, UCHL1 block 3.6, USP28 block 0.6, USP8 block 43.3*, USP30 block -12.9 and OTUD3 block 2.9.
For CC(C)c1nccn1-c1cncc(C2CCCN2C(=O)c2cccnc2)n1 (stereo not drawn) the results were USP10 inh -0.6, USP17 block 1.9, USP7 block 3.9, UCHL1 block 2.3, USP28 block -0.2, USP8 block 8.7, USP30 block -5.7 and OTUD3 block 0.0.
Screening C1CCN(Cc2nc(NCCN3CCOCC3)c3c4c(sc3n2)CCC4)CC1 returned USP10 inh -0.6, USP17 block 0.1, USP7 block 3.7, UCHL1 block 3.3, USP28 block 0.7, USP8 block 12.3, USP30 block 4.3 and OTUD3 block 0.1.

Random excerpt: 2 compounds from above, in no set order.
O=c1scc(-c2cc3ccccc3o2)n1-c1ccc(Cl)c(Cl)c1 was read as USP10 inh -9.5, USP17 block -8.9, USP7 block -0.8, UCHL1 block -3.4, USP28 block -47.5, USP8 block -56.7, USP30 block -98.1 and OTUD3 block -13.9.
For Cn1c(CNC(=O)c2ccco2)nnc1SCC(=O)Nc1ccc(Cl)cc1 the results were USP10 inh -0.8, USP7 block -1.0, UCHL1 block -0.9, USP28 block -2.0, USP8 block 3.5, USP30 block -3.9 and OTUD3 block 0.4.

Source: PubChem
